Screening data as filed in PubChem.
sEH inh – soluble epoxide hydrolase inhibitors, primary screen, biochemical, human sEH | Bifunctional epoxide hydrolase 2 (Homo sapiens), P34913 | recombinant human sEH enzymatic activity assay | inhibition, % at 2 µM | hit rate 0.34% among 91,000; in the data active = inhibition above about 80%; note: values of inactives mirror those of a sister screen read the other way; many of its hits are not listed in these tables
Target sequence (P34913 whole entry, looked up): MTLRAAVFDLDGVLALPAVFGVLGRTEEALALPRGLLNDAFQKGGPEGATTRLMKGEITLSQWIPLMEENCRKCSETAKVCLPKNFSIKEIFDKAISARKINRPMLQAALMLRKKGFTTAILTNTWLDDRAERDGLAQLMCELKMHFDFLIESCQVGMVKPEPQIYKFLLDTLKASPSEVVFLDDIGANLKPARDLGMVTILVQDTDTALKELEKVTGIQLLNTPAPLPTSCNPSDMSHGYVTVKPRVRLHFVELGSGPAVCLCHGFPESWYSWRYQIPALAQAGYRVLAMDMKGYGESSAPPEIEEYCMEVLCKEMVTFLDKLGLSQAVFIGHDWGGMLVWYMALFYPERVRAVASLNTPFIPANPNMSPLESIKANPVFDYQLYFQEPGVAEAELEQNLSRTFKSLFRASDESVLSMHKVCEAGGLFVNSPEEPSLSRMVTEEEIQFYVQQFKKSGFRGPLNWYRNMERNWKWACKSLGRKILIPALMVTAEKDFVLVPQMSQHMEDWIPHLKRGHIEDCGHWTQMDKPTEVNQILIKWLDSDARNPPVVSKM
PTPN22 act – LYP phosphatase activators, primary screen, biochemical, DiFMUP fluorescence, 2 µM; AID 697, 2007; hit rate 0.11% among 96,000; activation, % at 2 µM; recombinant LYP; 0 = plate median, 100 = signal doubled;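 active = activation at 2 µM above a set limit, the mean plus 5 SD, cut at about 37% in these data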
HUVEC prolif 384 – inhibitors of HUVEC proliferation, primary screen, cell-based, 384-well; CellTiter-Glo luminescence, 72 h; stronger effect = lower value; viability, % at 10 µM (by protocol); hit rate 1.1% among 86,000; AID 648, 2007;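 active = viability at or below 30%; inactive = viability above 30%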;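 note: 100% = median luminescence of DMSO-only cell control wells on each plate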
Fibroblast inh – antiproliferative effect on LL 47 fibroblasts – human, LL 47 cells, CellTiter-Glo luminescence, primary screen; viability, % at 10 µM; AID 719, 2007; hit rate 1.1% among 85,000; LL 47 human lung fibroblast viability, ATP luminescence; stronger effect = lower value;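 active = viability at or below 50% in the single dose screen; inactive = viability above 50%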;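 note: compound exposure lasted 72 h before the ATP readout; 100% = median luminescence of untreated cell-only wells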
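Material: human LL 47 lung fibroblast cells; quantity: 1,150 cells/well; medium: IMEM plus 15% FBS; doses: 0.1% DMSO in all compound wells; timing: overnight attachment after seeding, then 72 h compound exposure at 37 °C; detection: CellTiter-Glo luminescence; measure: % viability of median cell-only signal; controls: cell-only wells, no compound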
PostGolgi ctrl – growth inhibition of yeast control strain, primary screen, counter-screen for post-Golgi transport modulator project; inhibition, % at 10 µM; hit rate 5% among 98,000; AID 738, 2007; efflux-deficient yeast background strain, growth absorbance A615, 16 h; in the data active = inhibition above about 30%
H69AR inhibit – proliferation blockers of H69AR lung cancer cells, primary screen, cell-based, human, 86K library. H69AR lung tumor viability, ATP luminescence, 72 h; stronger effect = lower value. viability, % at 10 µM. hit rate 6% among 85,000;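 active = viability at or below 40%; inactive = viability above 40%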;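 note: multidrug resistant small cell line overexpressing MRP-1 efflux transporter; 100% = mean luminescence of untreated control wells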
S1P2 blocker – human S1P2 receptor antagonists, primary screen, cell-based. hit rate 0.21% among 97,000. Sphingosine 1-phosphate receptor 2 (Homo sapiens), O95136. inhibition, % at 5 µM. AID 736, 2007. cell-based S1P2 antagonist assay, inhibition at 5 uM; in the data active = inhibition above about 45%;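 note: CRE beta-lactamase reporter cells expressing human S1P2 stimulated with S1P; 0% = agonist at EC80 alone and 100% = agonist plus reference antagonist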
Target sequence (O95136 whole entry, looked up): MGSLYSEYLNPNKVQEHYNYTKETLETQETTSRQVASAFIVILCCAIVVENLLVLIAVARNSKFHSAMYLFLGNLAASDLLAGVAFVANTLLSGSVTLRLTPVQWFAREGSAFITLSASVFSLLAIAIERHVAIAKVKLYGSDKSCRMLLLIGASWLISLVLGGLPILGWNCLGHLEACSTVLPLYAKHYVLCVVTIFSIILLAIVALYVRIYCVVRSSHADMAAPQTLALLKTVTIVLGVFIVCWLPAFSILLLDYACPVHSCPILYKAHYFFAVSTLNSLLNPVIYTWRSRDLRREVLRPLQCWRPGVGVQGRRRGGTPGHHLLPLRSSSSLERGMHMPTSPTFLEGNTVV
S1P2 agonist – S1P2 receptor agonists, primary screen, cell-based | activation, % at 4.5 µM | Sphingosine 1-phosphate receptor 2 (Homo sapiens), O95136 | S1P2-expressing cell line, agonist reporter read-out | AID 729, 2007 | hit rate 0.46% among 97,000; in the data active = activation above about 16%;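 note: 0% = vehicle low control and 100% = maximal reference agonist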
sEH activator – soluble epoxide hydrolase activators, primary screen, biochemical, human sEH. Bifunctional epoxide hydrolase 2 (Homo sapiens), P34913. purified human sEH enzymatic activity, activator screen. activation, % at 2 µM. hit rate 0.04% among 91,000. AID 717, 2007; in the data active = activation above about 37%; note: values of inactives mirror those of a sister screen read the other way
The depositor's hits bear a star; . = not tested or not shown. Some of the compounds tested; rates above refer to the full screens.

#1 COc1ccccc1CNC(=O)CCn1c(=O)sc2ccccc21
#2 CC(C)Sc1nc(SCC(=O)NCc2ccco2)c2c3c(sc2n1)COC(C)(C)C3
#3 O=c1[nH]cnc2c1sc(=S)n2-c1ccccc1
#4 COc1ccc(C2C(C(=O)OCC(=O)Nc3ccc(C)cc3)CCC(=O)N2c2ccc(OC)cc2)cc1 (configuration not stated)
#5 O=C(COc1ccc(Cl)cc1)N1CCN(S(=O)(=O)c2ccc(Cl)cc2)CC1
#6 O=C(CN1CCCC1)Nc1ccc(NC(=O)Nc2ccccc2)cc1
#7 Cc1nc2ccccc2nc1CSc1nncs1
#8 CCC(Sc1nc2ccccc2c(=O)[nH]1)C(=O)O (configuration not stated)

screen / no.	1	2	3	4	5	6	7	8
sEH inh	19	.	5	19	8	14	3	-9
PTPN22 act	-3	.	6	-5	-1	2	-7	9
HUVEC prolif 384	108	86	92	102	92	95	107	88
Fibroblast inh	102	91	105	106	101	121	97	98
PostGolgi ctrl	.	4	8	2	5	4	7	7
H69AR inhibit	102	34*	76	96	105	99	93	98
S1P2 blocker	-5	.	-10	1	-12	21	19	-9
S1P2 agonist	-7	.	0	-5	-8	-6	-12	-4
sEH activator	-17	.	-4	-17	-6	-15	-2	4

#9 Cc1ccc(C)c2[nH]c(=O)c(CN(CCN3CCOCC3)Cc3nnnn3CC3CCCO3)cc12 (configuration not stated)
#10 CCOC(=O)N1CCN(C(=O)CCn2c(=S)[nH]c3cc(OCC)c(OCC)cc3c2=O)CC1
#11 O=C(OCc1c(Cl)nc2sccn12)c1cc2c(s1)CCCC2
#12 Cn1c(=NC(=O)c2cnccn2)sc2ccccc21
#13 COC(=O)CSc1nc(C)cc(C(F)(F)F)c1C#N
#14 Nc1c(C(=O)NCc2ccc3c(c2)OCO3)c2nc3ccccc3nc2n1CCCN1CCOCC1
#15 COc1cc(OC)cc(OCC(O)Cn2ccnc2C)c1 (configuration not stated)
#16 COc1ccc(S(=O)(=O)NCCSCc2ccco2)cc1OC

screen / no.	9	10	11	12	13	14	15	16
sEH inh	0	.	7	-7	.	.	0	6
PTPN22 act	-2	-10	-5	-6	-11	-3	1	10
HUVEC prolif 384	97	97	105	74	113	20*	94	113
Fibroblast inh	94	104	.	104	104	62	110	106
PostGolgi ctrl	-1	-4	-5	11	15	15	-3	4
H69AR inhibit	88	77	99	85	94	1.1*	91	113
S1P2 blocker	-9	14	8	26	-4	-38	14	-6
S1P2 agonist	0	-8	-2	-10	-1	41*	-6	-6
sEH activator	1	.	-7	6	.	.	-1	-3

#17 Cc1ccc(N(CC(=O)Nc2cc(Cl)ccc2Oc2ccccc2)S(C)(=O)=O)cc1C
#18 CC1Cc2ccccc2N1C(=O)CN(C)S(=O)(=O)c1cccc2cccnc12 (configuration not stated)
#19 O=C(Nc1cccnc1)c1cc(-c2cccs2)on1
#20 COc1c(Cl)ccc(Cl)c1C(=O)NC(=O)N1CCOCC1
#21 COCCNC(=O)C1CCC(=O)N(c2ccc(OC)cc2)C1c1ccc(OC)c(OC)c1 (configuration not stated)
#22 CCOC(=O)c1nnc(-c2ccc(C)cc2)nc1Sc1ccc(Cl)cc1
#23 CCN1CCN(C(c2ccccc2)c2nnnn2CCc2ccc(OC)c(OC)c2)CC1 (configuration not stated)
#24 CC(=O)c1cccc(NC(=O)C2CCCN2S(=O)(=O)c2cccc3cccnc23)c1 (configuration not stated)

screen / no.	17	18	19	20	21	22	23	24
sEH inh	-7	-6	-3	.	-9	-1	-6	-2
PTPN22 act	-6	7	4	-5	-6	-11	-8	5
HUVEC prolif 384	.	94	98	85	110	69	101	97
Fibroblast inh	.	97	94	87	96	74	91	87
PostGolgi ctrl	11	12	6	11	30	3	24	8
H69AR inhibit	.	77	96	89	93	3.3*	92	89
S1P2 blocker	-37	14	22	17	2	-11	3	10
S1P2 agonist	-1	-5	0	-8	0	-3	1	-4
sEH activator	5	5	4	.	4	1	6	1

#25 Cc1nc2ccccc2c2nc(NC(=O)Cc3ccccc3)nn12
#26 c1ccc2c(CSCc3nc4ccccc4[nH]3)cccc2c1
#27 COC(=O)c1ccc(OC)c(CSc2nnc(COc3ccc(OC)cc3)o2)c1
#28 O=C(Nc1ccc(Cl)cc1)NC1CCS(=O)(=O)C1 (configuration not stated)
#29 CCOc1ccc(-n2c(=S)sc3c(=O)[nH]c(SCC(=O)NCc4ccco4)nc32)cc1
#30 CN(/N=C/c1cccs1)c1cc(=O)n(C)c(=O)[nH]1
#31 c1ccc(Cn2ncc3c(N4CCOCC4)ncnc32)cc1
#32 CCOC(=O)c1ccccc1NC(=O)c1ccc(Cl)c(S(=O)(=O)N2CCOCC2)c1

screen / no.	25	26	27	28	29	30	31	32
sEH inh	4	10	.	19	-21	16	3	-14
PTPN22 act	6	-6	.	0	-10	9	7	1
HUVEC prolif 384	108	.	97	97	102	15*	92	96
Fibroblast inh	102	.	90	104	103	104	95	106
PostGolgi ctrl	12	14	20	-6	9	.	.	.
H69AR inhibit	66	.	88	100	85	94	98	77
S1P2 blocker	-47	-16	.	8	18	-10	-2	-20
S1P2 agonist	11	-1	.	-1	-4	0	-4	1
sEH activator	-2	-11	.	-18	18	-12	0	12

Part of the list above in order of length of the SMILES, falling.
#29 CCOc1ccc(-n2c(=S)sc3c(=O)[nH]c(SCC(=O)NCc4ccco4)nc32)cc1
#14 Nc1c(C(=O)NCc2ccc3c(c2)OCO3)c2nc3ccccc3nc2n1CCCN1CCOCC1
#17 Cc1ccc(N(CC(=O)Nc2cc(Cl)ccc2Oc2ccccc2)S(C)(=O)=O)cc1C
#21 COCCNC(=O)C1CCC(=O)N(c2ccc(OC)cc2)C1c1ccc(OC)c(OC)c1 (configuration not stated)
#23 CCN1CCN(C(c2ccccc2)c2nnnn2CCc2ccc(OC)c(OC)c2)CC1 (configuration not stated)
#18 CC1Cc2ccccc2N1C(=O)CN(C)S(=O)(=O)c1cccc2cccnc12 (configuration not stated)
#27 COC(=O)c1ccc(OC)c(CSc2nnc(COc3ccc(OC)cc3)o2)c1
#22 CCOC(=O)c1nnc(-c2ccc(C)cc2)nc1Sc1ccc(Cl)cc1
#30 CN(/N=C/c1cccs1)c1cc(=O)n(C)c(=O)[nH]1
#25 Cc1nc2ccccc2c2nc(NC(=O)Cc3ccccc3)nn12

screen / no.	29	14	17	21	23	18	27	22	30	25
sEH inh	-21	.	-7	-9	-6	-6	.	-1	16	4
PTPN22 act	-10	-3	-6	-6	-8	7	.	-11	9	6
HUVEC prolif 384	102	20*	.	110	101	94	97	69	15*	108
Fibroblast inh	103	62	.	96	91	97	90	74	104	102
PostGolgi ctrl	9	15	11	30	24	12	20	3	.	12
H69AR inhibit	85	1.1*	.	93	92	77	88	3.3*	94	66
S1P2 blocker	18	-38	-37	2	3	14	.	-11	-10	-47
S1P2 agonist	-4	41*	-1	0	1	-5	.	-3	0	11
sEH activator	18	.	5	4	6	5	.	1	-12	-2

#16 COc1ccc(S(=O)(=O)NCCSCc2ccco2)cc1OC
#31 c1ccc(Cn2ncc3c(N4CCOCC4)ncnc32)cc1
#13 COC(=O)CSc1nc(C)cc(C(F)(F)F)c1C#N
#19 O=C(Nc1cccnc1)c1cc(-c2cccs2)on1

screen / no.	16	31	13	19
sEH inh	6	3	.	-3
PTPN22 act	10	7	-11	4
HUVEC prolif 384	113	92	113	98
Fibroblast inh	106	95	104	94
PostGolgi ctrl	4	.	15	6
H69AR inhibit	113	98	94	96
S1P2 blocker	-6	-2	-4	22
S1P2 agonist	-6	-4	-1	0
sEH activator	-3	0	.	4

(list continues)
#33 Cc1c(N=Cc2cccs2)c(=O)n(-c2ccccc2)n1C
#34 COc1cccc(C(=O)Nc2cc(=O)n(C)c(=O)n2C)c1OC
#35 c1ccc(OCCOCCN2CCOCC2)cc1
#36 CC1(C)CC(=O)C(C=NCC(O)c2ccccc2)=C(O)C1 (configuration not stated)
#37 Cn1c(CCN2CCCCC2)nc2cc([N+](=O)[O-])ccc21
#38 CCCOc1ccc(OCC(=O)c2[nH]c(C)c(C(C)=O)c2C)cc1
#39 CCn1cc(C(=O)NCC2CCCO2)c(=O)c2cc(F)c(N3CCN(C)CC3)cc21 (configuration not stated)
#40 CC(C)NC(=O)CCCc1cn(C)c2ccccc12

screen / no.	33	34	35	36	37	38	39	40
sEH inh	4	-15	8	.	-4	1	-3	.
PTPN22 act	-12	6	0	.	3	-3	-12	1
HUVEC prolif 384	95	102	95	89	.	.	91	83
Fibroblast inh	94	99	96	104	.	.	103	.
PostGolgi ctrl	1	-3	11	9	-1	-4	3	9
H69AR inhibit	102	92	106	92	.	.	70	105
S1P2 blocker	1	-21	-3	.	12	-3	19	0
S1P2 agonist	2	-3	-4	.	-9	-2	-13	-6
sEH activator	-4	14	-10	.	7	-2	2	.

#41 CCN1CCN(C(=O)c2ccc3c(=O)n(CCC4=CCCCC4)c(=O)[nH]c3c2)CC1
#42 CC(=O)OC(C(=O)NCc1ccco1)c1ccncc1 (configuration not stated)
#43 Cc1ccc(C)c(NC(=O)CSc2nnc([C@@H]3CCCN3C(=O)OC(C)(C)C)o2)c1
#44 Cc1ccc(S(=O)(=O)c2nc(-c3cccs3)oc2SCC(N)=O)cc1
#45 Cc1ccsc1C(=O)OCC(=O)NCC1CCCO1 (configuration not stated)
#46 NC(=O)CSc1nnc(Cc2cccs2)n1C1CCCCC1
#47 O=C1c2ccccc2C2NC(=O)C3(CCCCC3)N12 (configuration not stated)
#48 CCCCC(=O)NC(c1ccc(OC)c(OC)c1)c1c(O)ccc2ccccc12 (configuration not stated)

screen / no.	41	42	43	44	45	46	47	48
sEH inh	0	-8	-15	.	.	2	.	-8
PTPN22 act	4	-2	-4	-8	.	-1	.	4
HUVEC prolif 384	82	95	98	.	101	96	100	.
Fibroblast inh	94	100	99	.	100	95	99	.
PostGolgi ctrl	12	-4	8	23	3	1	8	3
H69AR inhibit	89	.	97	.	105	108	82	.
S1P2 blocker	22	-7	12	5	.	-11	.	3
S1P2 agonist	-6	-2	-5	-1	.	-2	.	-5
sEH activator	0	8	15	.	.	-4	.	6

#49 O=C(NCc1ccco1)c1ccccc1NS(=O)(=O)c1cccs1
#50 CCOc1cc(CNCCCN2CCOCC2)ccc1OCC(=O)Nc1cccc2ccccc12
#51 Clc1cccc(Cl)c1Cn1cnc2c(N3CCCCCC3)ncnc21
#52 O=C(CCC1CCCC1)Nc1ccon1

screen / no.	49	50	51	52
sEH inh	-6	0	-9	-2
PTPN22 act	-9	-2	2	-8
HUVEC prolif 384	94	.	64	93
Fibroblast inh	90	.	83	101
PostGolgi ctrl	-3	18	34*	8
H69AR inhibit	89	.	71	98
S1P2 blocker	4	8	-31	3
S1P2 agonist	-2	-6	10	-5
sEH activator	3	-2	9	4
